# Screening data deposited in PubChem BioAssay by National Center for Advancing Translational Sciences (NCATS).
# PLK1 PBD block: blocks phosphopeptide binding to human PLK1 polo-box domain; P53350; AID 720504; Plk1 PBD binding of FITC phosphopeptide, fluorescence polarization; Potency, µM, for the others: max response, negative = inhibition, usual class: inhibitors; 360,000 compounds, 2.8% hits; further: potency means the concentration at half of the fitted maximal effect; series mostly up to about 57 µM; on the % scale 0 is the no-effect control and ±100 the full control effect; nearly all actives have a fitted effect of over 65% in size
# IL-2 act: activators of IL-2. IL-2 activation reporter assay, cell-based qHTS; stimulated with anti-CD3/CD4/CD28 beads; in transgenic mouse T cells. activation, % (series mostly up to about 46 µM). 360,000 compounds, 0.065% hits; in the data active means activation above about 50%; inconclusive means mostly about 30% to 49%; further: 0% is about no effect
#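 Unstimulated transgenic mouse T cells; 60-min compound exposure; bead-based TCR/CD4/CD28 stimulation; 18 h culture, 37 degrees C; dual fluorescence (EGFP, DsRed) plate cytometry.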
# EPAC1 agonist: agonists of human EPAC1; O95398; Potency, µM (titrated, usually from 154 µM), for the others: at the highest dose activation, usual class: activators; AID 720707; EPAC1 agonist qHTS, biochemical assay; response scale: 100% = response to 6.5 mM cAMP; 360,000 compounds, 0.073% hits; further: potency means the concentration at half of the fitted maximal effect; nearly all actives have a fitted effect of over 60% in size
#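 Read-out is the fluorescence drop as BODIPY-GDP leaves Rap1B (480 nm excitation, 540 nm emission), recorded every 5 minutes over 30 minutes. Reactions held 100 nM EPAC1, 250 nM Rap1B–BODIPY-GDP and 50 uM GDP, with 6.5 mM cAMP setting full activation.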
# WRN helicase inh: blocks human WRN helicase | Potency, µM (titrated, usually from 114 µM), without a hit: top-dose activity change, negative = inhibition, usual class: inhibitors | Q14191 | WRN helicase unwinding, fluorescent forked duplex, kinetic | 360,000 compounds, 0.46% hits | AID 651768; further: potency means the concentration at half of the fitted maximal effect; on the % scale 0 is the no-effect control and ±100 the full control effect; nearly all actives have a fitted effect of over 55% in size
# Target sequence (Q14191 whole entry, looked up): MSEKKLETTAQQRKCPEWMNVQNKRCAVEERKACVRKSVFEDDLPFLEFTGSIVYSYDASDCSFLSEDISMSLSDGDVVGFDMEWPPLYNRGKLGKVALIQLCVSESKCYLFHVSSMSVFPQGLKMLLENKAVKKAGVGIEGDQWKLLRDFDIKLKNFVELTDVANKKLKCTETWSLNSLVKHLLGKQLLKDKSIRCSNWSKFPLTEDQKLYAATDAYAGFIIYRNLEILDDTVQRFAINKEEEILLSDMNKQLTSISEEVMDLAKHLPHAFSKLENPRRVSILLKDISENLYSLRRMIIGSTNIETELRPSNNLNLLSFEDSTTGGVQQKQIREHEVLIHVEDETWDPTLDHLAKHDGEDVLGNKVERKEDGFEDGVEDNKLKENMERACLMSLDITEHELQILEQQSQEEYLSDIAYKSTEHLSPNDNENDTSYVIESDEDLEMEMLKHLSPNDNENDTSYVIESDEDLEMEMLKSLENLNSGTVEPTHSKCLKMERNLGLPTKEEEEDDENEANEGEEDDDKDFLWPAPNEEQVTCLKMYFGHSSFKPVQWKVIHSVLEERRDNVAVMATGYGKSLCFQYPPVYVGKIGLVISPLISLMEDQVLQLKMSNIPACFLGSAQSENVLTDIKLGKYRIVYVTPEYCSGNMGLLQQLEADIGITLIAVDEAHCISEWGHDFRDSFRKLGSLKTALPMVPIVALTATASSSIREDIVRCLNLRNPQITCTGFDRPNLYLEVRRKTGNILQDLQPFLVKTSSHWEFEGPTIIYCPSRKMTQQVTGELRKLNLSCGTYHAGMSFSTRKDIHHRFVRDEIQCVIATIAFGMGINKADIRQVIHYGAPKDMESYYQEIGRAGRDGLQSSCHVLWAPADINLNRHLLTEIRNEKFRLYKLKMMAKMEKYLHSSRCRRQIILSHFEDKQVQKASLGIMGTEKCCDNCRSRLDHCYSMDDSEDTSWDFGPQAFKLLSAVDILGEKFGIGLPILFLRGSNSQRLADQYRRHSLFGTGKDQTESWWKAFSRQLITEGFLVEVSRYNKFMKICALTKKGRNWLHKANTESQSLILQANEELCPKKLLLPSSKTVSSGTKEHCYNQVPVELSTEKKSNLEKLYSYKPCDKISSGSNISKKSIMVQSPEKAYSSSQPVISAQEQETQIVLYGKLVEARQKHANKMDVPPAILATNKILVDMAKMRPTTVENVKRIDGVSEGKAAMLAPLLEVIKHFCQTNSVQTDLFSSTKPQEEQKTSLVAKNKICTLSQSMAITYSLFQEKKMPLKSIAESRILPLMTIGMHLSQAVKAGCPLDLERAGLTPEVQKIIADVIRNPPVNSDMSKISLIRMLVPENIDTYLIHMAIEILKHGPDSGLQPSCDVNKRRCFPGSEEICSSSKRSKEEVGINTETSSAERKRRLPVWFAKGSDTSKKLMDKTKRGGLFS
#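 Kinetic fluorescence helicase assay: unwinding of a quenched forked DNA duplex (100 nM final) with 2 mM ATP final raises red fluorescence (525/598 nm). Compounds sat 15 min at room temperature with 20 nM WRN beforehand.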
# CCT modulator: cytosolic chaperonin activity modulation; purified chaperonin ATPase assay, HTRF ADP detection, 30 min; activity change, % (no concentration beside the values), hits read low; 360,000 compounds, 0.3% hits; in the data active means activity change below about -30%; further: on the % scale 0 is the no-effect control and ±100 the full control effect
#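 We incubate TRiC, 40 or 20 nM final, with library compounds at 76 uM and 10 uM ATP for 30 min at 37 °C. ADP formed is detected with Transcreener HTRF reagents after 30 min at room temperature.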
# EPAC1 antagonist: antagonists of human EPAC1; EPAC1 GEF assay, Rap1b-BODIPY-GDP exchange fluorescence; Potency, µM (highest dose often 115 µM), inactives show at the top dose activity change, negative = inhibition, actives largely listed as inhibitors; 360,000 compounds, 0.14% hits; AID 720709;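 further: potency means the concentration at half of the fitted maximal effect; plate controls were vehicle for no effect and positive control for full effect; nearly all actives have a fitted effect of over 50% in size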
# PI5P4K alpha inh: PI5P4K alpha (human) kinase inhibition. PI5P4Kalpha enzyme, ADP-Glo luminescence, 60 min; hits give low values. AID 652105. P48426. 330,000 compounds, 1.2% hits. max response, %; active means max response of -50% or lower; inconclusive means between -30% and -50%; inactive means -30% or higher; further: value at the top dose of about 77 µM; on the % scale 0 is the no-effect control and ±100 the full control effect
#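 PI5P4Kalpha ADP-Glo assay; 5 microM ATP final; 60 min RT reaction; HEPES pH 7.4/EGTA/CHAPS, 5% DMSO; controls lacking substrate or enzyme; luminescent end-point.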
# EPAC2 ag: agonists of human EPAC2 (RAPGEF4). Potency, µM (titrated, usually from 154 µM), inactives show at the top dose activation, actives largely listed as activators. 360,000 compounds, 0.079% hits. EPAC2 activation, biochemical qHTS; response scale: 100% = 6.5 mM cAMP response. Q8WZA2; further: potency means the concentration at half of the fitted maximal effect; nearly all actives have a fitted effect of over 50% in size
#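 Each well held 100 nM EPAC2, 250 nM RAP1B-BODIPY-GDP and 50 uM GDP. Fluorescence, read at 5-min intervals to 30 min, was referenced to a 6.5 mM cAMP positive control.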
# * marks the source's active call; other numbers are inactive results; u = inconclusive; x = not tested or not shown; [ ] = dose if it differs, or a comment. Unless noted, the call rests on the fitted dose curve; in most records, active means well fitted curve in the direction sought with a large enough effect; inconclusive means small, poorly fitted or top-dose-only effect, or another doubt; inactive means no such curve, though single readings can be large; an effect the other way counts as inactive or inconclusive. Only part of the results is shown; count on the stated rates, not on these rows.
PLK1 PBD block	IL-2 act	EPAC1 agonist	WRN helicase inh	CCT modulator	EPAC1 antagonist	PI5P4K alpha inh	EPAC2 ag	SMILES
-6%	0.9	8%	-23%	-2.9	-11%	6	7%	CCOc1ccc(NCC2CCOC(C)(C)C2)cc1 (stereo not drawn)
-8%	-0.4	5%	-2%	3.0	11%	9	8%	O=C(CCCn1cc([N+](=O)[O-])cn1)NC1CCCCCC1
-12%	3.2	6%	-3%	-1.6	-7%	x	0%	Cc1ccc(N2C(=O)SC(N(CC(=O)O)c3cccc(C)c3)C2=O)cc1 (stereo not drawn)
1%	-0.1	4%	-14%	1.1	-4%	-3	14%	O=C(OCc1ccccn1)c1ccc(COc2ccc3ccccc3c2)o1
-5%	-0.7	6%	7%[57.1 µM]	-0.7	-14%	14	5%	Cc1ccc(C(=O)N2CCN(S(=O)(=O)c3ccc(C)c([N+](=O)[O-])c3)C2)cc1
-8%	-0.7	-24%	1%	-0.1	-9%	31	8%	O[C@@H](c1cc(C(F)(F)F)nc2c(C(F)(F)F)cccc12)[C@H]1CCCCN1
-8%	-4.1	-14%	-11%	-1.6	0%	-5	-1%	COc1cccc(NC(=O)COC(=O)CNS(=O)(=O)c2c(F)cccc2F)c1
1%	0.4	-11%	-17%	-1.9	-11%	3	-5%	CC1(C)CC(NC(=O)C2CCC(=O)N(Cc3ccccc3F)C2)CC(C)(C)C1 (stereo not drawn)
0%	-2.7	2%	u	0.3	3%	-4	9%	CCn1c(C)nnc1SCC(=O)Nc1ccc(N2CCOCC2)cc1
-2%	-1.6	3%	4%	-1.0	2%	1	-3%	Cn1nnnc1SCCNC(=O)C1CCC(=O)N(Cc2ccc(Cl)cc2)C1 (stereo not drawn)
-3%	-0.7	11%	-1%	-1.4	-6%	16	10%	O=C1C=C(c2ccc(F)c(Cl)c2)C[C@@H](c2ccc(F)cc2)C1
-10%	-0.3	14%	4%	-3.8	0%	-3	13%	CSc1ccc(CNc2ccccn2)cc1
-5%	0.6	-4%	5%	0.1	8%	0	-2%	CC(O)c1nc2ccccc2n1CC(=O)Nc1ccc(F)cc1Cl (stereo not drawn)
0%	-1.4	0%	-2%	0.0	-12%	0	-4%	OC(COCc1ccccc1)CN1CCN(c2ccccc2F)CC1 (stereo not drawn)
-3%	-1.6	4%	-7%	0.0	17%	x	5%	O=C1CSC2(CCCCC2)N1CCO
-5%	-1.7	1%	6%	-0.1	7%	x	2%	O=C(Nc1ccccc1C(=O)NCC1CCCO1)c1ccco1 (stereo not drawn)

# Single records (already shown).
# Cc1ccc(N2C(=O)SC(N(CC(=O)O)c3cccc(C)c3)C2=O)cc1 (stereo not drawn) across the screens: PLK1 PBD block: -12%; IL-2 act: 3.2; EPAC1 agonist: 6%; WRN helicase inh: -3%; CCT modulator: -1.6; EPAC1 antagonist: -7%; PI5P4K alpha inh: x; EPAC2 ag: 0%
# COc1cccc(NC(=O)COC(=O)CNS(=O)(=O)c2c(F)cccc2F)c1 across the screens: PLK1 PBD block: -8%; IL-2 act: -4.1; EPAC1 agonist: -14%; WRN helicase inh: -11%; CCT modulator: -1.6; EPAC1 antagonist: 0%; PI5P4K alpha inh: -5; EPAC2 ag: -1%
# Cc1ccc(C(=O)N2CCN(S(=O)(=O)c3ccc(C)c([N+](=O)[O-])c3)C2)cc1 across the screens: PLK1 PBD block: -5%; IL-2 act: -0.7; EPAC1 agonist: 6%; WRN helicase inh: 7%[57.1 µM]; CCT modulator: -0.7; EPAC1 antagonist: -14%; PI5P4K alpha inh: 14; EPAC2 ag: 5%

# Continuation:
PLK1 PBD block	IL-2 act	EPAC1 agonist	WRN helicase inh	CCT modulator	EPAC1 antagonist	PI5P4K alpha inh	EPAC2 ag	SMILES
0%	-3.8	0%	3%	-2.3	-5%	-1	7%	O=C(OCc1ccc([N+](=O)[O-])cc1)c1cc(S(=O)(=O)N2CCCCC2)ccc1N1CCOCC1
-22%	-3.5	7%	-3%	0.1	-23%	1	13%	Cc1ccc(CN2C(=O)c3ccccc3Sc3ccc(C(=O)NCCN4CCOCC4)cc32)cc1
4%	0.7	1%	-4%	-3.4	4%	0	-3%	COc1ccc2[nH]c3c(=O)n(N)c(C)nc3c2c1
-5%	-2.1	-1%	13%	1.4	-4%	-1	6%	COc1ccc(OCC(=O)N2CCN(C(=O)COc3ccccc3)CC2)cc1
-7%	0.0	7%	2%	-1.3	-3%	-1	11%	O=C(NNC1CC(=O)N(c2ccccc2)C1=O)c1ccc(COc2ccccc2Cl)o1 (stereo not drawn)
3%	22	16%	-7%	0.9	-8%	1	10%	O=c1c(Cl)c2oc3ccccc3nc-2c2ccccc12
24µM*	1.0	8%	-1%[57.1 µM]	-1.6	-5%	-18	5%	O=C(O)C1CCN(C(=O)CSc2nc3ccccc3s2)CC1
1%	-2.8	3%	-2%	-3.2	-6%	-1	11%	O=C(Nc1ccc(Cl)cc1)c1cncs1
5%	0.7	-15%	-13%[57.1 µM]	-0.8	28%	0	-5%	Nc1ccc2oc(-c3ccccc3Cl)nc2c1
-4%	0.1	-3%	4%	-0.8	8%	-6	-3%	Cc1c(NC(=O)c2nn3c(c2Br)NC(c2ccccc2)CC3C(F)(F)F)c(=O)n(-c2ccccc2)n1C (stereo not drawn)
-5%	-1.9	9%	-14%	1.1	-1%	-28	12%	Cc1ccc(C)n1-n1cnc2sc3c(c2c1=O)CCCCC3
-6%	1.3	9%	4%	-2.0	0%	0	13%	COc1ccc2nc(Nc3ccc4c(c3)OCO4)sc2c1
-12%	0.5	1%	5%	0.2	-6%	8	11%	COc1ccc(-n2c(SCC(=O)O)nnc2-c2ccc(NC(=O)c3ccccc3)cc2)cc1
4%	-3.5	10%	2%	0.6	17%	1	5%	O=C(c1cc2ccccc2oc1=O)N1CCOCC1
-2%	1.5	-6%	-13%	-0.7	-12%	8	-9%	O=C(COC(=O)C1=COCCO1)NC(=O)c1ccc(OC(F)F)cc1
1%	-4.8	-8%	7%	2.6	-2%	8	7%	COc1ccc(S(=O)(=O)N2CCC(C(N)=O)CC2)c2ccccc12
-8%	-0.4	10%	-1%	-0.9	5%	-3	10%	CC(=O)OCCN(CCCn1c(-c2ccncc2)nc2ccccc21)c1nc(CN2CCCCC2)cs1
u	-0.7	-7%	-8%	0.1	-2%	0	-6%	Cc1ccccc1OS(=O)(=O)c1cn(C)c(=O)n(C)c1=O
-10%	-1.1	3%	-1%	0.0	-3%	10	-1%	CC1CC(C)CN(CCCNC(=O)CN2C(=O)COc3ccc(S(=O)(=O)N4CCOCC4)cc32)C1 (stereo not drawn)
1%	-0.3	-4%	-5%	-0.6	-5%	-1	-3%	CN(CCO)c1nc(NCc2ccccc2)c2cnn(C)c2n1
-4%	-0.6	0%	-7%	0.2	-5%	-3	-1%	COc1ccc(S(=O)(=O)n2cccc2)c(OC)c1
u	-2.0	-4%	-15%	0.3	-2%	x	1%	O=C1C(=O)N(c2cccc(Cl)c2)C(c2ccccc2[N+](=O)[O-])/C1=C(\O)c1ccccc1 (stereo not drawn)
-7%	0.7	0%	-5%	1.4	-14%	x	5%	CCN(CC)S(=O)(=O)c1cccc(C(=O)NC2CCCCC2)c1
2%	-1.5	5%	3%	-2.4	-1%	1	7%	NC(=O)C1CCCN(C(=O)c2cccc(NC(=O)c3cccs3)c2)C1 (stereo not drawn)
-16%	-3.8	-2%	-21%	1.1	4%	4	1%	COc1ccccc1Nc1nn2c(=O)c3ccc(C(=O)N4CCCC(C)C4)cc3nc2s1 (stereo not drawn)
-9%	2.6	-9%	-8%	-2.3	0%	-2	4%	S=C(NCc1ccco1)N1CCOCC1
-2%	3.5	-1%	-26%	1.8	4%	0	7%	COc1ccc(NC(=O)OCCN2CCN(Cc3ccccc3)CCC2=O)cc1
-1%	-0.3	4%	2%	-14	-16%	-2	-10%	Cc1ccc(Nc2c([N+](=O)[O-])cc(C(=O)N3CC(=O)Nc4ccccc43)cc2[N+](=O)[O-])c(C)c1
-6%	-3.3	3%	-6%	-0.5	7%	x	6%	CC(=O)C1C(=O)CC(C)(O)C(C(C)=O)C1c1ccc(N(C)C)cc1 (stereo not drawn)
u	-5.6	-3%	-15%	0.1	-10%	0	6%	O=[N+]([O-])c1ccc(/C=N/NS(=O)(=O)c2ccc(Cl)cc2)o1
-1%	-2.1	-2%	-8%	1.3	1%	x	5%	CC(=O)c1ccc(NC(=O)c2cccs2)cc1
-12%	-0.4	3%	-3%	-0.7	5%	1	-3%	COc1cc(/C=N/NC(=O)NC23CC4CC(CC(C4)C2)C3)ccc1OCC(N)=O
3%	-0.5	9%	-1%[57.1 µM]	1.1	-27%	4	4%	CC(C)C(NS(=O)(=O)c1cc(C(=O)O)ccc1Cl)C(=O)O (stereo not drawn)
5%	1.1	-2%	-6%[57.1 µM]	-0.9	-26%	1	2%	CCOC(=O)C1CCN(CC(C)(C)NS(=O)(=O)c2ccccc2)CC1
1%	0.0	9%	-8%	-4.7	11%	x	5%	O=C(Nc1ccccc1)N(CCN1CCOCC1)Cc1cccc(Cl)c1
0%	3.0	-2%	3%	0.2	4%	-10	-9%	CC(C)(CO)N1CCN(C(=S)Nc2ccccc2)CC1
1%	2.2	-7%	-6%	0.2	0%	-4	-1%	O=C1CC(c2c[nH]c3ccccc23)C(=O)N1c1ccccc1 (stereo not drawn)
-3%	-2.6	3%	-6%	-5.6	2%	x	12%	O=C(CN(Cc1ccccc1F)C(=O)Cn1nnc(-c2cccs2)n1)NCC1CCCO1 (stereo not drawn)
7%	-0.9	-1%	-2%	0.5	6%	8	2%	N#Cc1nc(COc2cccc(Cl)c2)oc1NCCN1CCOCC1
-5%	1.4	0%	3%	1.8	-5%	-1	-1%	COc1ccccc1N1CCN(c2cc(C)nc3nc(C)nn23)CC1
-1%	-0.2	7%	-4%	1.2	-9%	-7	-2%	O=C(CCNS(=O)(=O)c1ccccc1C(F)(F)F)NNC(=O)C1COc2ccccc2O1 (stereo not drawn)
-3%	0.4	-2%	3%	-0.8	-4%	-5	-2%	CC(C)OCCCNCc1cccs1
-3%	-0.9	-8%	0%	1.3	-16%	4	7%	Cc1cc(C)c(CN2CCN(C(=O)Cn3cnc4c(NCc5ccccc5)ncnc43)CC2)c(C)c1
-5%	-0.1	-14%	2%	-1.1	12%	-3	-1%	CCCCN1C(Nc2ccccc2)=NC[C@@H]1Cc1ccccc1
-12%	0.0	16%	5%	-3.5	-13%	2	9%	COc1cc2c(cc1OC)C(c1ccccc1Br)NC(=O)C2 (stereo not drawn)
-13%	-3.3	-4%	0%	-3.4	0%	x	7%	NS(=O)(=O)c1ccc(-c2ccc(C=NC3CCS(=O)(=O)C3)o2)cc1 (stereo not drawn)
